Myeloid diff 2: promotes myeloid progenitor differentiation. AID 624256. ER-HoxA9 myeloid progenitors, lysozyme-GFP differentiation, flow cytometry. hit rate 1% among 360,000. calls only at 10 µM;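 active means normalized GFP-positive differentiation at or above the plate's own cutoff, the solvent-only control mean plus 3 SD; inconclusive means no clear call, values can overlap the other calls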;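 further: cells exposed to compound for four days before flow analysis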
P. falciparum M1AAP: malaria alanyl aminopeptidase activity blockers – biochemical, fluorogenic H-Leu-NHMec substrate, 1536-well (AID 1445); recombinant M1AAP, H-Leu-NHMec fluorogenic kinetic assay; higher % means a stronger effect; inhibition, % at 30 µM, or IC50 in µM where a hit was titrated; hit rate 0.42% among 220,000;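 active means primary inhibition above the hit cutoff, then over 50% inhibition at one or more dose response concentrations, cut at about 23% in these data, passing the limit was not always enough; inconclusive means conflicting primary data, or primary hits not chosen for dose response; inactive means low primary inhibition, or under 50% at every dose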;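 further: plate controls were DMSO full reaction for no effect and no enzyme background for full effect; strong numbers were not always called active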
PMI inhibitors: inhibitors of human PMI, primary screen, biochemical, fluorescence intensity, coupled assay (AID 1209) | purified PMI enzyme, coupled fluorescence intensity; higher % means a stronger effect | inhibition, % at 20 µM, or IC50 in µM where a hit was titrated | hit rate 0.42% among 190,000;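 further: plate controls were DMSO vehicle for no effect and wells lacking substrate for full effect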
WT yeast gro inh: growth inhibition of WT yeast, mitochondrial fusion screen. mitochondrial fusion phenotypic screen, WT strain. inhibition, % at 10 µM. hit rate 2.1% among 190,000; in the data active means inhibition above about 58%; tested in S. cerevisiae
TNAP activators: human TNAP enzyme activators, primary screen, biochemical, luminescent, no phosphate acceptor, uHTS (AID 1001) | purified TNAP, luminescent activation assay, no phosphate acceptor; higher activation fold means a stronger effect | activation fold at 20 µM, or EC50 in µM where a hit was titrated | hit rate 0.03% among 200,000; in the data active means activation fold from about 3, or a potency from the dose series; inactive means the rest, 99 in 100 with activation fold below about 1.6; further: many of its hits are not listed in these tables
UTI89 phage lysis: protection from phage-mediated lysis, alamar blue read-out – E. coli UTI89, K1F phage, bacterial capsule biogenesis inhibitors (AID 488966); E. coli UTI89 K1F phage lysis, alamar blue, 2 h; higher % means a stronger effect; inhibition, % at 100 µM, or IC50 in µM where a hit was titrated; hit rate 0.02% among 340,000;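 active means phage lysis inhibition, versus mean bacterial control, above a set limit; inconclusive means no clear call, values can overlap the other calls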;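 further: capsule biogenesis inhibitors block K1F phage lysis so surviving cells raise fluorescence; higher fluorescence means more inhibition of phage lysis; actives were called in the ten point dose series up to 300 µM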
human PMI inhibitors: MPI inhibition at elevated mannose 6-phosphate – biochemical, fluorescence intensity, high mannose 6-phosphate, primary screen (AID 1220); recombinant PMI enzyme, coupled fluorescence intensity; higher % means a stronger effect; inhibition, % at 20 µM; hits with a dose series show IC50 in µM; hit rate 0.66% among 190,000
Hep lipid drop: hepatic lipid droplet formation modulation | hit rate 0.4% among 240,000 | AID 1656 | inhibition, % at 6.5 µM | AML12 mouse hepatocytes, oleate lipid droplets, BODIPY imaging;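 active means lipid droplet intensity inhibited by at least 50%, with more than 500 cells counted; inconclusive means wells with under 300 cells, treated as cytotoxic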
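Assay system: AML12 hepatocytes (mouse) / Also added: 100 µM oleic acid challenge / Times: overnight treatment with compound plus oleate / Detection: high-content imaging of BODIPY-stained droplets and DAPI nuclei / Evaluation: % inhibition of lipid droplet signal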
CSM14.1 death rescue: protection against thapsigargin-triggered cell killing – 384-well, CSM14.1, ATP luminescence, primary screen (AID 1222) | CSM14.1 thapsigargin-induced death rescue, ATP luminescence; higher % means a stronger effect | cellular ATP content (survival), % at 20 µM; hits with a dose series show EC50 in µM | 190,000 tested, under 10 active;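 active means EC50 below 50 µM in the dose-response confirmation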;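 further: death triggered by thapsigargin at about 15 µM added after 2 h compound pretreatment; cell ATP read after overnight thapsigargin exposure of roughly 18 to 22 hours; normalized against plate controls of thapsigargin alone and 5% DMSO vehicle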
WT yeast gro inh mutant strain: further read-out of WT yeast gro inh, marked with its call; inhibition, %; mitochondrial fusion phenotypic screen, mutant strain inhibition
Hep lipid drop cells 6.5 µM: recorded beside Hep lipid drop, whose call it bears; cell count; measured here: cell count, cytotoxicity flag;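 cells counted across two imaged fields per well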
Myeloid diff 2 GFP+ MAC1+ %: second read-out of Myeloid diff 2, no call of its own (marks repeat the call); GFP+ MAC1+ double positive, %; measured here: differentiation confirmed by MAC1 staining
Active calls of the source: *; i = inactive; ? = inconclusive; nt = no result given; + = active, no number; [ ] = remark or other dose. Unless noted, no stated cut-off is given here; in the data, active means inhibition above about 50%; inactive means the rest.

SMILES	Myeloid diff 2	Myeloid diff 2 GFP+ MAC1+ %	P. falciparum M1AAP	PMI inhibitors	WT yeast gro inh	WT yeast gro inh mutant strain	TNAP activators	UTI89 phage lysis	human PMI inhibitors	Hep lipid drop	Hep lipid drop cells 6.5 µM	CSM14.1 death rescue
CCOc1ccc(C(=O)OCC(=O)NC(C)C)cc1	i	0.0	5.9%	-3.1%	2.5	-23.9	1	-0.6%	-4.6%	-5.0	690	-0.3%
Cc1nc(-c2ccccc2Cl)sc1C(=O)/C=C/N(C)C	i	0.5	20.6%	-3.0%	29.7	-6.3	1	0.0%	-5.0%	-15.0	693	2.0%
Clc1ccc(C2CC(c3ccccc3)Nc3ncnn32)cc1 (stereo unspecified)	i	2.9	0.9%	6.3%	-5.7	13.4	1.1	-5.1%	5.4%	-4.4	625	nt
Cc1cc(/C=N/NC(N)=S)c(C)n1-c1ccc(Br)cc1	i	0.3	-1.0%	-27.3%	5.1	13.4	1	0.0%	-52.9%	-16.0	739	-2.2%
CCOC(=O)c1cc(C)[nH]c(=S)c1C#N	i	2.6	5.5%	-4.2%	-11.6	-18.0	1.1	0.5%	-44.3%	nt	nt	-4.6%
COc1cc(C(=O)Nc2ccc3c(c2)C(=O)c2ccccc2C3=O)cc(OC)c1OC	i	0.6	7.5%	7.9%	2.5	-12.3	1	0.3%	22.2%	21.9	604	-0.5%
CSc1nc2nc(-c3cccc(C(F)(F)F)c3)ccn2n1	i	0.7	3.0%	-12.9%	6.4	-12.9	1.1	0.2%	-8.5%	nt	nt	0.4%
Cc1ccc(Cl)c(NC(=O)CCl)c1Cl	i	0.5	-2.9%	-10.6%	10.7	-2.0	1.1	-0.3%	1.7%	-13.9	692	nt
Cc1cccc(C(=O)Oc2ccc(/C=N/NC(=O)c3ccccc3O)cc2)c1	i	1.4	3.4%	11.9%	16.2	14.6	1	2.2%[50 µM]	11.8%	-7.1	666	-2.8%
COCCn1c(C)cc2c(c1=O)C(c1ccco1)C(C#N)=C(N)O2 (stereo unspecified)	i	0.9	7.8%	-7.5%	26.7	2.5	0.9	-2.8%	-6.1%	13.9	814	-1.2%
COC(=O)c1nnn(-c2nonc2N)c1CSCCO	i	0.9	-2.2%	5.8%	-6.0	0.1	1	0.6%	2.4%	4.3	749	-3.1%
CN(C)C(=O)CSc1nnc(Cc2ccc3c(c2)OCO3)o1	i	0.4	2.5%	2.4%	9.0	9.2	1.8	1.0%	-0.2%	12.7	739	-1.0%
CCOC(=O)C(C)/C(C)=N/NC(=O)CCC(=O)Nc1cc(C)ccc1C (stereo unspecified)	i	0.4	9.2%	13.0%	-10.3	5.3	0.7	0.5%	1.8%	0.5	641	1.1%
CN(C)c1ccc(NC(=O)CN2C(=O)CC(c3ccccc3)=Nc3ccccc32)cc1	i	1.6	1.8%	1.5%	4.8	11.8	1.1	1.6%	29.7%	nt	nt	3.3%
CN(CCO)c1cnccn1	i	0.2	-0.9%	4.4%	-23.3	8.2	1.1	0.3%	3.6%	-1.0	689	2.0%
C[C@@H](NC(=O)c1nc[nH]c1C(=O)N[C@@H](CCCCNC(=O)OC(C)(C)C)C(=O)OC(C)(C)C)c1ccccc1	i	0.4	-14.0%	22.1%	8.5	1.0	1.1	0.8%	20.7%	7.5	753	-1.8%
ClCc1cc2ccccc2nc1Cl	i	0.7	-3.3%	-14.2%	-2.7	-1.5	1.1	0.1%	1.7%	-6.9	651	0.9%
c1ccc(COc2ccc(CNCc3cccs3)cc2)cc1	i	0.4	7.5%	-0.2%	34.4	54.7	1.1	4.4%	-0.2%	nt	nt	10.3%
CCOC(=O)CC1COCCN1C(=O)CCc1nnc(-c2ccsc2)o1 (stereo unspecified)	i	0.3	2.3%	nt	1.3	0.4	1.1	-0.2%	nt	6.4	718	-1.9%
CCCc1cc2c(cc1NC(=O)c1ccccc1F)OCO2	i	0.4	7.8%	4.0%	20.1	-3.4	1.1	-0.1%	13.0%	17.2	731	-2.5%
CCC1SC2=NC(C)=C(C(=O)OCC(C)C)C(/C=C/c3ccccc3OC)N2C1=O (stereo unspecified)	i	0.8	11.7%	10.0%	-4.3	8.4	1.1	0.0%	4.8%	nt	nt	-1.3%
O=C(NNC(=O)c1ccccc1-n1cccc1)c1ccc(F)cc1	i	0.4	9.2%	1.9%	-6.8	2.7	1.2	-0.9%	-3.3%	-6.2	683	nt
Cc1ccc(NC(=O)CCSc2nnc(C)s2)cc1	i	0.4	0.7%	10.4%	-1.8	-7.1	1.1	0.1%	18.8%	16.2	745	-1.0%
COc1ccc(-c2nc(CN3CCCC(C(=O)NC4CCCC4)C3)c(C)o2)cc1 (stereo unspecified)	?	nt	4.2%	6.6%	6.1	6.8	1	2.4%	1.0%	nt	nt	1.3%
CCOC(=O)c1c(C)[nH]c(C(=O)CN2C(=O)NC(C)(CC(C)C)C2=O)c1C (stereo unspecified)	i	0.6	10.9%	8.0%	-7.7	-11.3	1	i	9.8%	-23.6	665	-0.6%
COc1ccc(CCNc2ccc(C(CC(N)=O)NC(=O)c3ccccc3)cc2[N+](=O)[O-])cc1 (stereo unspecified)	+	1.4*	6.7%	nt	nt	nt	nt	0.3%	nt	2.9	689	nt
CCN(CC)CCCNC(=O)c1cc2c(-c3ccc(Cl)cc3)nn(C)c2s1	i	3.7	5.9%	14.6%	2.4	1.3	1.2	-0.7%	7.9%	nt	nt	-1.1%
COC(=O)c1ccc(NC(=O)CNS(=O)(=O)c2cccs2)cc1	i	3.0	13.0%	10.8%	-2.9	18.5	1.1	-1.1%	2.9%	6.2	719	-1.1%
O=C(CCn1nc(-c2ccccc2)ccc1=O)N1CCCC1	i	1.3	1.7%	7.3%	-8.5	-6.7	1.1	0.2%	6.5%	6.5	732	nt
Cn1c(O)c(C(C#N)=C2N=c3ccccc3=N2)c2ccccc21	i	2.5	1.1%	5.5%	47.5	-46.0	0.8	0.2%	2.7%	nt	nt	0.2%
COc1ccc(S(=O)(=O)CC2(O)CCN(C(=O)CC(C)C)CC2)cc1	i	0.6	2.8%	-18.3%	-5.7	-4.0	1.1	0.5%	-6.3%	nt	nt	-1.3%
O=C(NN1C(=O)C2C3CCC(O3)C2C1=O)c1ccc(Br)o1 (stereo unspecified)	i	0.3	3.5%	14.0%	-17.2	9.3	1.1	1.3%[50 µM]	35.2%	9.9	696	-3.6%
CC1=NNC(=O)/C1=C\c1cn(-c2ccccc2)nc1-c1ccccc1	?	nt	2.2%	19.3%	60.8	72.7	1	-2.4%	24.5%	12.0	648	-2.4%
CCOc1cc(Br)c(CC(=O)O)cc1OCC	i	0.4	-10.9%	nt	nt	nt	nt	-0.1%	nt	-1.0	727	nt
COc1cc(/C=N/NC(=O)CCN2CCN(C(c3ccccc3)c3ccccc3)CC2)ccc1O	i	0.1	15.2%	9.8%	-2.0	-7.5	1.1	0.0%	8.1%	-7.4	607	-1.0%
Cc1cc2cc(CNC(=O)Cc3cccs3)ccc2n1C	i	3.1	5.1%	nt	16.9	3.2	nt	4.9%	nt	-7.4	625	nt
COc1ccc(N2CCN(C(=O)c3cc(=O)[nH]c4ccccc34)CC2)cc1	i	0.7	8.1%	-11.0%	-7.7	-13.3	1.1	1.5%	2.1%	21.6	701	1.0%
O=c1[nH]c2cc3c(cc2cc1CN(Cc1cccnc1)C(=S)NCc1ccco1)OCO3	i	0.4	15.4%	53.9%*	-13.8	2.2	1.1	0.0%	27.5%	15.0	720	3.3%
CCn1c(SCC(=O)c2ccccc2)nnc1-c1cccnc1	i	0.5	5.9%	8.8%	-4.9	8.7	1.1	0.1%	11.3%	2.9	682	1.6%
Cc1ccc(NC(=O)C2CCN(S(=O)(=O)c3cccs3)CC2)cc1	i	0.3	-2.2%	7.5%	-9.8	-25.0	1.1	0.3%	12.1%	-2.0	657	-0.6%
O=C(CCN1CCOCC1)c1ccc2c(c1)OCCO2	i	0.4	2.8%	28.5%	-1.5	-18.2	1.1	-1.4%	32.0%	-5.6	740	-1.8%
CC(=O)C1=C(O)C(=O)N(c2ccc(S(N)(=O)=O)cc2)C1c1ccc([N+](=O)[O-])cc1 (stereo unspecified)	i	1.2	4.5%	2.2%	19.9	16.0	1.1	0.1%	-10.3%	nt	nt	-0.8%
CN(CC(=O)O)S(=O)(=O)c1ccc2c(c1)n(C)c(=O)c(=O)n2C	i	0.1	1.8%	-15.3%	-17.0	13.9	1.1	0.2%	-14.7%	9.4	704	nt
COc1ccc(S(=O)(=O)N2CCOC2CNC(=O)C(=O)NCCc2c[nH]c3ccccc23)cc1C (stereo unspecified)	i	3.3	3.5%	7.9%	9.1	10.2	1.1	1.0%	7.1%	-37.5	705	8.7%
COC(=O)C(/C=N/O)NC(=O)c1ccccc1 (stereo unspecified)	i	0.2	-0.3%	-1.4%	-4.6	7.1	1.2	0.5%	17.1%	nt	nt	-0.5%
COc1ccccc1NC(=O)CNc1ccc(F)c(Cl)c1	i	0.4	7.8%	17.0%	-8.5	-15.4	1.1	4.1%	14.1%	-14.1	631	-2.4%
CC(C)CCN1CCN(C2CSCCSC2)CC1CCO (stereo unspecified)	i	1.4	3.1%	8.1%	-3.2	-19.6	1	-0.1%	3.3%	-8.8	709	-1.6%
COCC1CCN(Cc2cn(-c3ccccc3F)nc2-c2cc(C)sc2C)CC1	i	0.1	0.6%	3.3%	7.3	-10.3	1.1	0.1%	-0.3%	-16.2	613	-3.2%
O=C(CCCNS(=O)(=O)c1cccc2nsnc12)NCc1ccc(Cl)cc1	i	0.4	0.5%	2.1%	4.4	-5.9	1.1	-0.1%	2.5%	nt	nt	-0.2%
COC(=O)c1ccc(/C=C/c2ccc3cccc(OC)c3n2)cc1	i	0.0	20.2%	19.8%	6.0	14.7	1.1	1.8%[50 µM]	11.0%	1.1	585	-0.8%
Cc1cc(N)n(-c2cc(C)c3ccccc3n2)n1	i	0.4	-2.4%	43.2%	-3.2	-15.0	1.1	0.4%	5.2%	-5.7	647	-4.2%

Look-ups from above.
COC(=O)C(/C=N/O)NC(=O)c1ccccc1 (stereo unspecified) in TNAP activators is listed with 1.2
Cc1ccc(NC(=O)C2CCN(S(=O)(=O)c3cccs3)CC2)cc1 in WT yeast gro inh is listed with -9.8

Screening data from PubChem BioAssay.

Hits appear at their usual frequency; 4.6% or so of the library scored in one or more.
